High-throughput results: PubChem BioAssay, National Center for Advancing Translational Sciences (NCATS)
AmpC no deterg: AmpC beta-lactamase inhibition without detergent; AmpC nitrocefin hydrolysis, absorbance 480 nm, 0.0001% Triton; 330,000 compounds, 0.52% hits; Potency, µM (doses to about 57.1 µM), for the others: at the highest dose activity change, negative = inhibition, actives largely listed as inhibitors; P00811;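 further: potency means the concentration at half of the fitted maximal effect; plate controls were no compound for no effect and no enzyme for full effect; nearly all actives have a fitted effect of over 20% in size; some results filed as inactive show a strong effect at the top dose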
Target sequence (P00811 whole entry, looked up): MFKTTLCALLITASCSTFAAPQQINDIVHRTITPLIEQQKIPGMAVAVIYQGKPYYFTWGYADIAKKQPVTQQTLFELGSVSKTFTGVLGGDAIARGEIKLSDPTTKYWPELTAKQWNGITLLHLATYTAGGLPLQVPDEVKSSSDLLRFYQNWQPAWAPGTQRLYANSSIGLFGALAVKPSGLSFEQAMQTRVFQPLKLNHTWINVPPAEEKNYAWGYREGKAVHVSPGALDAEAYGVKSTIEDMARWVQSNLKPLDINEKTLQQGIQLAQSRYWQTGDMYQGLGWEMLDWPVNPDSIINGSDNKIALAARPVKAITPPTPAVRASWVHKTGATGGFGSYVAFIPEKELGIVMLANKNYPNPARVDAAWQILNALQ
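AmpC (5.3 nM in the dispensed reagent) in 20 mM phosphate pH 7.0 with 0.01% (detergent screen) or 0.0001% Triton X-100 was preincubated with compounds for 15 min at room temperature. Nitrocefin was then added from an 800 uM solution, and hydrolysis was followed at 480 nm.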
Giardia FBPA inh: inhibitors of Giardia lamblia fructose-1,6-bisphosphate aldolase | purified Giardia FBPA | Potency, µM (titrated, usually from 59.6 µM), inactives show at the highest dose activity, negative = inhibition, most hits filed as inhibitors | 290,000 compounds, 0.71% hits | AID 2451; further: potency means the concentration at half of the fitted maximal effect; nearly all actives have a fitted effect of over 55% in size
Target sequence (A8B2U2 whole entry, looked up): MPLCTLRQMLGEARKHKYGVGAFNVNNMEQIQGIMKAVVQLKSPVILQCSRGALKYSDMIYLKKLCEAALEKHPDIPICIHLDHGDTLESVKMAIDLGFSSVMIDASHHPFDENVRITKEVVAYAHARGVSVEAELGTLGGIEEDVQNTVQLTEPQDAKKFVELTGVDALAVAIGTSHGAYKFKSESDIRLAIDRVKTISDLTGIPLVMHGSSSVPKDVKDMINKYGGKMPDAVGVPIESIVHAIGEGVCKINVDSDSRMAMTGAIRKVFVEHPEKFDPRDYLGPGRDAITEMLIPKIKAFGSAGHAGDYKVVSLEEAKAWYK
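40 nM FBPA preincubated 10 min at RT with compound (up to 57.5 uM final), then substrate plus GAPDH/TPI/NAD/arsenate coupling and diaphorase/resazurin added. Fluorescence read after 20 min at RT, 525/598 nm.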
Sm TGR inh: inhibitors of Schistosoma mansoni thioredoxin glutathione reductase | Q962Y6 | purified TGR, DTNB reduction, TNB absorbance 405 nm | Potency, µM (highest dose often 114 µM), without a hit: at the top dose activity change, negative = inhibition, actives largely listed as inhibitors | 360,000 compounds, 3% hits; further: potency means the concentration at half of the fitted maximal effect; nearly all actives have a fitted effect of over 60% in size
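First, TGR (20 nM dispensed) and NADPH were mixed with compound. Second, a 15 min room-temperature incubation followed. Third, further NADPH and then DTNB were added to start the reaction. Finally, TNB absorbance was monitored kinetically.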
AmpC inh detg: blocks E. coli AmpC beta-lactamase in detergent assay; P00811; AmpC hydrolysis of nitrocefin, absorbance 480 nm, 0.01% Triton; Potency, µM (highest dose often 114 µM), for the others: top-dose activity change, negative = inhibition, hits mostly inhibitors; 370,000 compounds, 0.041% hits; AID 485294;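 further: potency means the concentration at half of the fitted maximal effect; 0% = no-compound wells and -100% = no-enzyme wells; nearly all actives have a fitted effect of over 25% in size; some results filed as inactive show a strong effect at the top dose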
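AmpC (5.3 nM in the dispensed reagent) in 20 mM phosphate pH 7.0 with 0.01% (detergent screen) or 0.0001% Triton X-100 was preincubated with compounds for 15 min at room temperature. Nitrocefin was then added from an 800 uM solution, and hydrolysis was followed at 480 nm.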
AMA1 RON2 block: inhibitors of Plasmodium falciparum AMA1-RON2 interaction | AlphaScreen AMA1-biotinylated RON2 peptide binding | Potency, µM (titrated, usually from 58.2 µM), inactives show at the highest dose activity change, negative = inhibition, hits mostly inhibitors | 360,000 compounds, 0.2% hits;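 further: potency means the concentration at half of the fitted maximal effect; 0% = vehicle wells and -100% = peptide control; nearly all actives have a fitted effect of over 45% in size; some results filed as inactive show a strong effect at the top dose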
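AMA1 (3D7) with his tag at 25 nM final met compounds first, then biotinylated RON2 peptide at 25 nM; detection used donor plus acceptor beads, 10 µg/mL apiece, read by AlphaScreen after 30 min at room temperature.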
HCMV antiviral: blocks human cytomegalovirus replication. 410,000 compounds, 4.5% hits. AID 1259415. activity change, negative = inhibition, % at 57.5 µM. HFF cells, HCMV-luciferase reporter, 72 h; stronger effect = lower value; in the data active means activity change below about -60%; inconclusive means no clear call, values can overlap the other calls; inactive means above about -39%
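Luciferase read-out from HCMV-luciferase-infected HFFs (MOI 1 PFU/cell) 72 h post infection at 37C; compounds added after 16 h cell attachment; activity normalized between buffer-only basal and Salinomycin (10uM) inhibitor controls.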
* hit, by the source's call; ? = inconclusive; nt = not tested or not shown; & = joins results of further samples; [ ] = another dose, or the depositor's remark. Unless noted, the call rests on the fitted dose curve; in most records, active means well fitted curve in the direction sought with a large enough effect; inconclusive means small, poorly fitted or top-dose-only effect, or another doubt; inactive means no such curve, though single readings can be large; an effect the other way counts as inactive or inconclusive. Unless noted, on the % scale 0 is the no-effect control and ±100 the full control effect.

canonical_smiles	AmpC no deterg	Giardia FBPA inh	Sm TGR inh	AmpC inh detg	AMA1 RON2 block	HCMV antiviral
Nc1nc2cc(S(=O)(=O)NC3=NCCCCC3)ccc2s1	-36%	-1%	26%	0%	-2%	-22
COC(=O)c1cc2oc3ccccc3c2n1CC(=O)Nc1ccc(N(C)C)cc1	nt	nt	0%	22%	nt	32
COc1ccc(NC(=O)C2CCCN(C(=O)Nc3cccc(OC)c3)C2)cc1 (centres undefined)	-8%	6%	-5%	5%	-14%	?
COc1ccccc1NC(=O)NCCCl	-27%	-9%	-18%	0%	-4%	50
Cc1ccc(C)c(S(=O)(=O)N2CCN(C(=O)C3CCN(C(=O)c4ccc(F)cc4)CC3)CC2)c1	172%[activator]	nt	0%	-15%	11%	?
COc1ccc(CCNC(=O)CS(=O)Cc2nc(-c3ccc(C)cc3)oc2C)cc1OC (centres undefined)	112%[activator]	nt	?	1%&-2%	-6%	8&-10
CCCC(=O)NCCc1cc2cc(C)c(C)cc2[nH]c1=O	-15%	4%	7%	2%	-3%	-5
CCOc1cc(/C=C2\N=C3CCCCCN3C2=O)ccc1O	-25%	-1%	?	8%	1%	-20
COC(=O)c1ccc(N2CCN(C)CC2)c(NC(=O)COc2ccccc2Cl)c1	1%	nt	8%	6%	-9%	-5
Cc1cccc2sc(NC(=O)CCNC(=O)c3ccco3)nc12	-12%	nt	0%	-14%	-6%	0
CCOC(=O)c1cccc(NC(=O)CN2C(=O)C3CC=CCC3C2=O)c1 (centres undefined)	-3%	-1%	-6%	-4%	10%	-40
COc1cc(O)c(C(CCN2CCCCC2)c2cc(OC)c(OC)c(OC)c2)c(OC)c1 (centres undefined)	20%	?	-19%	-4%	3%	25
COc1ccc(OCC(O)COc2ccc(C(=O)O)cc2)cc1 (centres undefined)	-5%	14%	11%	-1%	-11%	3
O=C(CSc1nc(SCC(=O)NCc2ccccc2)n(-c2ccccc2)n1)NCc1ccccc1	-18%	-4%	?	-10%	-5%	-15
Cc1cc(C)cc(N2C(=O)CN(Cc3sccc3C)C2=S)c1	-30%	5%	-6%	-1%	11%	?
Cc1cc(NS(=O)(=O)c2ccc(NC(=O)C3CCCCC3)cc2)no1	-7%	-5%	9%	5%	6%	3
CCN(Cc1cc2ccccc2[nH]c1=O)C(=O)C(C)C	-3%	14%	5%	-11%	26%	39
O=C(Cn1c(O)c(/C=C2\C=Nc3ccccc32)sc1=O)Nc1ccc2c(c1)OCO2	-46%	1%	1%	-5%	-6%	-23
O=C(COC(=O)c1nc(Cl)c(Cl)c(Cl)c1Cl)c1ccc[nH]1	?	nt	20µM*	-3%	0%	11
C1CCCN(c2nc3nonc3nc2N2CCCCCC2)CC1	-34%	12%	35%	5%	-8%	-28
O=C(Nc1ccc2nc(N3CCOCC3)sc2c1)c1ccccc1	-5%	nt	-1%	-3%	-3%	13
Cc1cc2oc(=O)cc(CSc3nnc(C)n3N)c2cc1C(C)C	18%	-2%	1%	-12%	26%	nt
COc1ccc(NS(=O)(=O)c2cc(C(=O)OC(C)C(=O)N3CCOCC3)ccc2Cl)cc1 (centres undefined)	-4%	nt	0%	-12%	-11%	-12
O=C(NN=C1CCCCCC1)c1ccc(Br)o1	-43%	-4%	2%	-7%	0%	-13
CCOc1ccc(Nc2nn(-c3ccc(OC(F)(F)F)cc3)nc2C(C)=O)cc1	nt	nt	1%	22%	nt	18
CCOC(=O)CSc1nc2ccccc2c(=O)n1CC(C)C	14%	1%	-4%	-6%	1%	-33
COc1ccc(C)cc1NC(=O)C(OC(=O)c1ccc(Cl)c(S(=O)(=O)N(C)c2ccccc2)c1)c1ccccc1 (centres undefined)	-31%	0%	3%	-10%	-10%	-34
CC1=C(C(N)=O)C(c2cccs2)n2nc(-c3cccc(C)c3)nc2N1 (centres undefined)	1%	0%	8%	0%	19%	56
COc1ccc(OC)c(NS(=O)(=O)c2ccc(-n3cccn3)cc2)c1	nt	nt	-2%	17%	-1%	-3&-10
COc1cc(Cl)c(S(=O)(=O)NCCCn2ccnc2)cc1Cl	-21%	-12%	-13%	?	-1%	?

As a working copy, some entries already given:
canonical_smiles	AmpC no deterg	Giardia FBPA inh	Sm TGR inh	AmpC inh detg	AMA1 RON2 block	HCMV antiviral
COc1ccc(OC)c(NS(=O)(=O)c2ccc(-n3cccn3)cc2)c1	nt	nt	-2%	17%	-1%	-3&-10
COc1cc(Cl)c(S(=O)(=O)NCCCn2ccnc2)cc1Cl	-21%	-12%	-13%	?	-1%	?

Additional results
canonical_smiles	AmpC no deterg	Giardia FBPA inh	Sm TGR inh	AmpC inh detg	AMA1 RON2 block	HCMV antiviral
COc1ccccc1N1C(=O)C2C(c3ccccc3F)NN(C(=O)c3ccc(C)cc3)C2C1=O (centres undefined)	48%	-3%	18µM*	-16%	0%	27
CCOC(=O)c1c(NC(C)=O)sc2c(O)c(CN3CCN(CC)CC3)ccc12	24%	-12%	3%	?	16%	-9
CCOC(=O)c1nnc(-c2ccc(C)cc2)nc1Oc1ccccc1Cl	-10%	3%	-16%	-3%	-8%	63
Cn1c(N)c(C(=O)COC(=O)c2cc(S(=O)(=O)N3CCOCC3)ccc2F)c(=O)n(C)c1=O	2%	nt	nt	nt	10%	-24
CN(C)S(=O)(=O)N(CC(=O)NCCSCc1cccc(Cl)c1)c1ccccc1	nt	nt	2%	19%	nt	-4
COc1ccc(CCNC(=O)COC(=O)c2cnc(Cl)c(Cl)c2)cc1	-25%	nt	nt	nt	-3%	-2
COc1ccc(NC(=O)NNC(=O)c2ccc(Cl)cc2Cl)cc1OC	-19%	3%	-2%	?	74%[activator]	-29
Cc1cc(Nc2c(C)n(C)n(-c3ccccc3)c2=O)n2c(nc3ccccc32)c1C#N	-7%	?	22µM*	0%	0%	-14
O=C(CSc1ccccc1F)NC(=O)NCc1ccco1	-51%	3%	?	-1%	-3%	-32
COc1ccc(CNC(=O)COC(=O)c2cc(-c3cccs3)nc3ccccc23)cc1OC	5%	-5%	5%	-5%	9%	6
COC(=O)C1=CN(c2ccc(F)cc2)C=C(C(=O)OC)C1c1cccc([N+](=O)[O-])c1	21%	-9%	10%	3%	-5%	-17
CN(Cc1ccccc1)C(=O)COC(=O)c1ccc(-n2cnnn2)cc1	-5%	nt	1%	0%	15%	-12
CNc1ccc(Br)cc(C(=O)/C=C/c2cc(OC)ccc2OC)c1=O	-26%	?	3.2µM*	0%	?	-102*
Cc1ccccc1NC(=O)C1CCCN(c2nnc(N3CCCC3=O)s2)C1 (centres undefined)	-14%	4%	-3%	-13%	8%	-24
CCN1CCN(C(=O)Cn2nc(-c3ccc(Cl)cc3)ccc2=O)CC1	-1%	-1%	-3%	?	-15%	-33
O=C(OCc1ccc(Cl)c(Cl)c1)c1cnccn1	-3%	2%	1%	?	-16%	65
S=C(NCCc1cnc[nH]1)NC1CCCC1	-17%	-12%	nt	-9%	5%	-1
COc1ccc(-c2nc(SCc3cc(=O)c4cc(C)ccc4[nH]3)n[nH]2)cc1	nt	nt	-6%	3%	nt	-33
CC(C)CC(c1nnnn1C(C)C)N1CCN(C(=O)c2ccco2)CC1 (centres undefined)	27%	nt	-5%	-1%	13%	-23
CC1CCCC(C)N1C(=O)CSc1nnc(CSc2ncccn2)n1C (centres undefined)	-15%	1%	5%	-7%	17%	33
O=C(c1ccc(F)cc1)N1CCN2C(=O)c3ccccc3C12c1ccc(Cl)cc1 (centres undefined)	-12%[2.29 µM]	-3%	2%	0%	-3%	-64*
CCCCn1c(N)c(N(CC)C(=O)C2CCC2)c(=O)[nH]c1=O	-11%	nt	-2%	3%	6%	0
NC(=O)C1(NC(=O)[C@@H]2CC3(CC(c4cccc(NC(=O)[C@@H]5CCC(=O)N5)c4)=NO3)CN2C(=O)c2cnccn2)CC1 (some centres undefined)	0%	1%	-29%	-2%	12%	?
CCn1c(CNC(=O)Cc2ccc(OC)cc2)n[nH]c1=S	-14%	-23%	0%	12%	3%	3
CCC(C)n1c(SCC(=O)NC(=O)c2cccn2C)nc2ccccc2c1=O (centres undefined)	-21%	-17%	4%	8%	-10%	?
COc1cc2cc(CN(Cc3nnnn3C3CCCC3)C3CCCC3)c(=O)[nH]c2cc1OC	1%	2%	-14%	-12%	nt	nt
Cn1ncc(C(=O)Nc2ccc(OC(F)(F)F)cc2)c1-n1cccc1	63%[activator]	0%	-12%	-8%	-18%	-7
O=C(NC1CC1)c1ccc(NS(=O)(=O)c2ccccc2)cc1	-15%	-4%	0%	-1%	-4%	25
COc1ccc(-c2nc(-c3ccc(O)cc3O)cs2)cc1OC	63%[activator]	-1%	2%[57.1 µM]	0%	-23%	28
CCc1cc(-c2nc(N)ncc2-c2csc(C)n2)c(O)cc1OC	0%	-10%	9%	2%	-13%	-16

An excerpt from above with just AMA1 RON2 block, HCMV antiviral and Sm TGR inh.
structure | AMA1 RON2 block | HCMV antiviral | Sm TGR inh
CCc1cc(-c2nc(N)ncc2-c2csc(C)n2)c(O)cc1OC | -13% | -16 | 9%
S=C(NCCc1cnc[nH]1)NC1CCCC1 | 5% | -1 | nt
COc1ccc(-c2nc(SCc3cc(=O)c4cc(C)ccc4[nH]3)n[nH]2)cc1 | nt | -33 | -6%
O=C(NC1CC1)c1ccc(NS(=O)(=O)c2ccccc2)cc1 | -4% | 25 | 0%
CCCCn1c(N)c(N(CC)C(=O)C2CCC2)c(=O)[nH]c1=O | 6% | 0 | -2%
NC(=O)C1(NC(=O)[C@@H]2CC3(CC(c4cccc(NC(=O)[C@@H]5CCC(=O)N5)c4)=NO3)CN2C(=O)c2cnccn2)CC1 (some centres undefined) | 12% | ? | -29%

(continued)
canonical_smiles	AmpC no deterg	Giardia FBPA inh	Sm TGR inh	AmpC inh detg	AMA1 RON2 block	HCMV antiviral
Cn1cc(S(=O)(=O)Nc2ccc(Oc3ccccc3)cc2)c(=O)n(C)c1=O	10%	nt	-2%	2%	4%	?
COC(=O)CCN1CCN(S(=O)(=O)c2ccc3c(c2)OCCO3)CC1	-10%	nt	-9%	2%	3%	4
CCCOc1ccc(C(=O)O)cc1	-8%	6%	4%	-2%	5%	-23
COc1cc(C(=O)NNC(=O)Nc2ccc([N+](=O)[O-])cc2)cc(OC)c1OC	-34%	5%	9%	4%	0%	-5
O=c1ccnc(SCCC(F)=C(F)F)[nH]1	-15%	-1%	-15%	?	1%	14
CN(CC(=O)NC(=O)NC1CCCCC1)CC(=O)Nc1ccc(OC(F)(F)F)cc1	237%[activator]	nt	-21%	4%	73%[activator]	-18

In the list so far, these contain bromine:
canonical_smiles	AmpC no deterg	Giardia FBPA inh	Sm TGR inh	AmpC inh detg	AMA1 RON2 block	HCMV antiviral
O=C(NN=C1CCCCCC1)c1ccc(Br)o1	-43%	-4%	2%	-7%	0%	-13
CNc1ccc(Br)cc(C(=O)/C=C/c2cc(OC)ccc2OC)c1=O	-26%	?	3.2µM*	0%	?	-102*
